Screening results as filed in PubChem.
OX1R antag-1 = human HCRTR1 antagonism | hit rate 0.43% among 330,000 | AID 434989 | O43613 | CHO/OX1R cells, Fluo-8 calcium fluorescence, orexin A | inhibition, % at 5 µM;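 active = inhibition above its plate's threshold, mean inhibition of all tested compounds on the plate plus 3 SD, cut at about 37% in these data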;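 note: 0% = orexin A challenge wells and 100% = SB-334867-A antagonist wells; not every result past the cut was called active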
Target sequence (O43613 whole entry, looked up): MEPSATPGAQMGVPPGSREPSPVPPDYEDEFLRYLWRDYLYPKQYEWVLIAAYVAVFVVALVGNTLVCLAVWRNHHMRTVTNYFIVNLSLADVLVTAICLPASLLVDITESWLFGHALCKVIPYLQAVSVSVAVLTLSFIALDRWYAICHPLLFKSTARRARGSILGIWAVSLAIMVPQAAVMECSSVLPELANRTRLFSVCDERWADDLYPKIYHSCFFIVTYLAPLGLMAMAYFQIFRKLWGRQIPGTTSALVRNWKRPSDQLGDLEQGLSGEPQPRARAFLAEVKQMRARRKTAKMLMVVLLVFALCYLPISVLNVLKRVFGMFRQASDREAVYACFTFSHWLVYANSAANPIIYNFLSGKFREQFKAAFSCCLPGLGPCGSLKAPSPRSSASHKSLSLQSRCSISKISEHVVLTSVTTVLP
OX1R antag-2 = blocks the human orexin 1 receptor; O43613; OX1R-expressing cells, FRET antagonist read-out; inhibition, % at 6.6 µM; hit rate 1.8% among 330,000; AID 485270; in the data active = inhibition mostly above about 38%, no sharp cut-off; inactive = mostly below about 40%;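 note: 0% = agonist challenge alone and 100% = reference antagonist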
CHT PAM = allosteric activators of human choline transporter CHT; Q9GZV3; CHT-expressing cells, membrane potential dye, choline EC20; stronger effect = higher value; LV-AA mutant CHT in HEK293 cells; B-score at 10 µM; hit rate 0.49% among 310,000;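 active = initial fluorescence not abnormally high and integrated response B-score, plate-corrected, over 3 SD above library mean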
Target sequence (Q9GZV3 whole entry, looked up): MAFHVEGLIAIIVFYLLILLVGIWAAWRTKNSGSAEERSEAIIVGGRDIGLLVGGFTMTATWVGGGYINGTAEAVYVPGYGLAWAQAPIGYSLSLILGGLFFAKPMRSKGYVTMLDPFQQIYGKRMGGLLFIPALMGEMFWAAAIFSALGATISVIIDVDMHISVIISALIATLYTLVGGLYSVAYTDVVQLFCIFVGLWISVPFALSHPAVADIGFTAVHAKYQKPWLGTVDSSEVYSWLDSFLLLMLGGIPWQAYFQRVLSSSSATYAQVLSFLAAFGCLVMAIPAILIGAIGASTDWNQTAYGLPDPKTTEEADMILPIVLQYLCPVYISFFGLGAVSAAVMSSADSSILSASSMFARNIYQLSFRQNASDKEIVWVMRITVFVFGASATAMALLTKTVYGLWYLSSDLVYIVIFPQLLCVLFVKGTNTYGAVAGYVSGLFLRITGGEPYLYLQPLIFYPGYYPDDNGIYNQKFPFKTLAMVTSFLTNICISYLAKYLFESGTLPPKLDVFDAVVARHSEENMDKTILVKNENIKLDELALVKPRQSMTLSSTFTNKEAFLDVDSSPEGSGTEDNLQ
The depositor's hits bear a star; i = inactive; . = not tested or not shown. Hits appear at their usual frequency; any-hit rate near 2.5%.

SMILES | OX1R antag-1 | OX1R antag-2 | CHT PAM
COc1ccc(N(C=O)C(C(=O)Nc2c(C)cccc2C)c2ccccc2)cc1 (centres undefined) | -28 | 19 | i
S=C1NC2(CCCCC2)Cc2ccccc21 | -7 | -4 | i
CCOc1ccc(NC(=O)CSc2nnc(C3CC3)n2C)cc1S(=O)(=O)N1CCCCC1 | -11 | 7 | .
Cc1cc(C)n(CCN(C)C(=O)C2CCC(=O)N(CCc3cccc(F)c3)C2)n1 (centres undefined) | -12 | -2 | i
COC(=O)/C=C(\Oc1ccccc1)C1(O)CCCCC1 | -13 | 17 | i
Cc1cccc(NC(=O)CSc2nnc(CNC(=O)c3ccco3)n2C)c1 | -9 | 23 | i
CC(C)CCN1CCN(Cc2cccn2-c2ccc(Cl)cn2)CC1CCO (centres undefined) | -25 | 15 | i
C/C(CC(=O)Nc1ccc(N(C)C)cc1)=N\NC(=O)c1ccc(Cl)cc1Cl | -11 | -7 | i
CSc1ccc(/C=C/C(=O)OCC(=O)NC2CCS(=O)(=O)C2)cc1 (centres undefined) | -5 | 13 | .
CC(C)(C)OC(=O)NCCCCCNC(=O)c1nc[nH]c1C(=O)N1CCN(C(=O)OC(C)(C)C)CC1 | -10 | 6 | .
O=C(CSc1n[nH]c(=O)n1Cc1ccco1)c1ccc2c(c1)OCCO2 | -5 | -10 | i
Cc1ccc2nc(C(O)C(O)c3nc4ccc(C)cc4[nH]3)[nH]c2c1 (centres undefined) | -24 | -14 | i
O=[N+]([O-])c1c(-c2cn[nH]c2)n[nH]c1-c1cn[nH]c1 | 6 | 19 | i
COc1cccc(C(=O)Nc2cnn(C(C)C)c2)c1 | -15 | 10 | i
CCOC(=O)CN(C(=O)CSc1nnc(Cc2ccccc2)n1-c1ccc(C)cc1)c1ccccc1 | -32 | 32 | i
COc1ccc(CCN2C(=O)CC(NNC(=O)c3ccccc3Br)C2=O)cc1 (centres undefined) | -27 | 3 | i
CCOc1cc(/C=N/NC(=O)N/N=C/c2ccc(O)c(OCC)c2)ccc1O | 1 | 10 | i
COC(=O)c1ccncc1C(=O)Nc1ccc(Oc2ncc(C(F)(F)F)cc2Cl)cc1 | -8 | -3 | i
O=C(Nc1cccc(Cl)c1)Nc1ccccc1C(=O)NCc1ccco1 | -24 | 38 | i
CCCCCc1nnc(NC(=O)c2ccc3nc[nH]c3c2)s1 | -10 | 3 | .
O=C(C1CC1)N1CCc2cc(S(=O)(=O)NCc3ccccc3)ccc21 | -16 | 18 | i
CCOC(=O)N1CCN(C(=O)/C(=C\c2ccc(SC)cc2)NC(=O)c2ccccc2)CC1 | -25 | 6 | i
CCCOC(=O)C1=C(C)NC2=C(C(=O)CCC2)C1c1cccc(OC)c1OC (centres undefined) | -3 | 11 | i
COc1ccccc1N(C(=O)c1csnn1)C(C(=O)NC1CCCC1)c1ccccc1 (centres undefined) | -26 | 30 | i
COc1ccc(C(=O)c2cn[nH]c2-c2cc(Cl)ccc2O)cc1 | -3 | 13 | i
COc1ccccc1Nc1nc(N)nc(-c2cc3ccccc3o2)n1 | 38 | 77* | i
CCc1ccc(NC2=CC(=O)CC(c3ccco3)C2)cc1 (centres undefined) | -10 | 11 | i
C[C@H](CO)N1C[C@H](C)[C@@H](CN(C)C(=O)Nc2ccccc2)Oc2c(NS(=O)(=O)c3ccc(F)cc3)cccc2C1=O | -37 | 3 | .
O=C(CSc1nnnn1C1CCCCC1)Nc1ccc(F)cc1 | 4 | 13 | i
Cc1ccc(-c2nnc(Nc3ccccc3)c3ccccc23)cc1S(=O)(=O)NCC1CCCO1 (centres undefined) | 66* | 12 | i
COc1ccc(NC(=O)COC(=O)Cn2cnc3ccccc32)cc1 | -7 | 1 | .
COc1ccc(-c2nc3ccc(Cl)cn3c2NC2CCCCC2)cc1SC1CCCCC1 | -29 | 5 | .
COc1ccc(NC(=O)CSc2nc(N)c(-c3ccccc3)c(=O)[nH]2)cc1 | -17 | 12 | i
C=CCSc1nc2c(c(=O)[nH]1)C(c1ccccc1)C(C#N)=C(N)O2 (centres undefined) | -15 | 11 | i
CC1=NN(c2ccccc2)C(=O)/C1=C\C=C1\N(C)c2ccccc2C1(C)C | 50* | 33 | i
CCOC(=O)CC1C(=O)NCCN1C(=O)COc1ccc(C(C)(C)C)cc1 (centres undefined) | -20 | 21 | i
CC1CCCCN1C(=O)COc1ccccc1F (centres undefined) | 3 | 18 | i
CCOC(=O)N1CCC(NC(=O)c2ccc3c(c2)N=C(C)c2ccccc2S3)CC1 | -25 | 25 | i
CCc1ccccc1NC(=S)NC1CC2CCC(C1)N2Cc1ccc(F)cc1 (centres undefined) | -15 | 6 | i
Cc1cc(NC(=O)CSc2nc3c(c(=O)n(C)c(=O)n3C)n2C(C)C)no1 | -28 | 16 | i
CS(=O)(=O)c1ccc2nc(NC(=O)c3cc4ccccc4o3)sc2c1 | -19 | 44 | i
Cc1cc2oc(=O)cc(CN3CCN(S(=O)(=O)/C=C/c4ccccc4)CC3)c2cc1C | -27 | 23 | i
COc1cccc(CNC(=O)C2CCN(S(=O)(=O)c3cccc4cccnc34)CC2)c1 | -17 | 18 | i
COc1cccc(NC(=O)c2ccc3c(c2)C(=O)N(CC2CCCO2)C3=O)c1 (centres undefined) | -12 | 23 | i
CCN(CC)S(=O)(=O)c1cccc(N=Nc2sc(N)nc2C)c1 | -28 | 3 | i
O=S(=O)(NCC1CC1)c1cccc(S(=O)(=O)N2CCCC2)c1 | -7 | 20 | i
CCc1nc2nc(C)c(NS(=O)(=O)c3ccc(F)cc3)c(=O)n2[nH]1 | 4 | 12 | i
O=C(Nc1cccc(C(F)(F)F)c1)OCc1ccncc1 | -16 | 11 | i
CC(Oc1ccccc1)C(=O)Nc1cccc(NC(=O)c2ccco2)c1 (centres undefined) | -2 | 10 | i
CSc1ccc(S(=O)(=O)NCc2ccccc2C)cc1 | 10 | 17 | i
CC1CCN(Cc2nc(-c3ccccc3)no2)CC1 | -13 | 10 | i
COc1cc(/C=C/c2cc(C(=O)O)c3ccccc3n2)cc(OC)c1O | 3 | 15 | i
C/C(CC(=O)Nc1ccc(N(C)C)cc1)=N\NC(=O)c1ccc(F)cc1 | -10 | 27 | i
CC(C)Oc1ccc(C(=O)Nc2nnc(SCC(=O)N3CCOCC3)s2)cc1 | -15 | 10 | i
COc1ccc(CNC(=O)[C@@H]2CCCN2C(=O)[C@@H]2Cc3ccccc3CN2C(=O)OC(C)(C)C)cc1 | -23 | 22 | i
Cc1ccccc1N(C)C(=O)C1CCCN(c2ncnc3c2nc2n3CCCCC2)C1 (centres undefined) | -25 | 15 | i
CC1(C)Cc2c(cnn2-c2ccc(F)cc2)C(NC(=O)CCN2CCCCO2)C1 (centres undefined) | -23 | 6 | i
C1=Nc2ccccc2CN1c1ccccc1 | -7 | 10 | i
CCOCCCn1c(SCc2ccccc2)nnc1-c1ccncc1 | -32 | 24 | i
Cc1ccc(C)c(CN2CCNC2=O)c1 | -23 | 5 | i

The list goes on, starting with the last two of the part before.
SMILES | OX1R antag-1 | OX1R antag-2 | CHT PAM
CCOCCCn1c(SCc2ccccc2)nnc1-c1ccncc1 | -32 | 24 | i
Cc1ccc(C)c(CN2CCNC2=O)c1 | -23 | 5 | i
O=C1C(Cc2ccc(O)cc2)NC(=S)N1C1CCCCC1 (centres undefined) | -6 | 8 | i
COc1ccc(CCN2C(=O)CC(NNC(=O)c3ccccc3Br)C2=O)cc1OC (centres undefined) | -9 | 2 | i
Cn1ccnc1SCC(=O)Nc1ccc(Oc2ccccc2)cc1 | -3 | 17 | i
CN(C)S(=O)(=O)N1CCN(S(=O)(=O)c2ccc3ccccc3c2)CC1 | -6 | 31 | i
Cc1nn(-c2ccc(F)cc2)c(Cl)c1/C=N/NC(=O)c1cccs1 | -33 | 15 | i
Cc1ccc(OCCC(=O)OCC(=O)c2ccc3c(c2)NC(=O)CO3)cc1 | 35 | -1 | .
Cc1nc2scc(-c3ccccc3)c2c(=O)n1N | -9 | 6 | i
C=C1c2cc(OC)ccc2NC(=O)N1CC | -7 | 7 | i
Fc1ccc(OCCCCCN2CCCC2)cc1 | -23 | 4 | i
O=C(COC(=O)c1ccc(O)cc1)Nc1ccc(S(=O)(=O)N2CCOCC2)cc1 | -2 | -3 | .
COc1ccccc1C(=O)NCC(=O)OCC(=O)Nc1nnc(-c2ccccc2)o1 | -2 | 3 | .
O=C(CC1C(=O)NCCN1C(=O)c1ccc([N+](=O)[O-])cc1)Nc1cccc(Cl)c1 (centres undefined) | 7 | 7 | i

A second format for part of the listing above:
> O=C(CSc1n[nH]c(=O)n1Cc1ccco1)c1ccc2c(c1)OCCO2
  OX1R antag-1: -5	OX1R antag-2: -10	CHT PAM: i

> Cc1ccc2nc(C(O)C(O)c3nc4ccc(C)cc4[nH]3)[nH]c2c1 (centres undefined)
  OX1R antag-1: -24	OX1R antag-2: -14	CHT PAM: i

> O=[N+]([O-])c1c(-c2cn[nH]c2)n[nH]c1-c1cn[nH]c1
  OX1R antag-1: 6	OX1R antag-2: 19	CHT PAM: i

> COc1cccc(C(=O)Nc2cnn(C(C)C)c2)c1
  OX1R antag-1: -15	OX1R antag-2: 10	CHT PAM: i

Carrying on.
SMILES | OX1R antag-1 | OX1R antag-2 | CHT PAM
CCC(=O)NC(=S)Nc1cccc(NC(=O)CC)c1 | -12 | 6 | i
O=C(NCC1CCCO1)c1ccc(CS(=O)(=O)c2ccc(Br)cc2)o1 (centres undefined) | -10 | 1 | i
CCOc1ccc2[nH]c(C)c(CN(C)C)c(=O)c2c1 | -6 | 0 | i
Cc1cccc(N(CC(=O)NCc2ccccc2)C(=O)CCC(=O)Nc2nccs2)c1 | -24 | 28 | i
O=C(NC(O)C(=O)c1ccccc1)c1ccc(F)cc1 (centres undefined) | -2 | 12 | i
Cc1cc(C)c(NC(=O)CNC(=O)CN(C)Cc2ccc(Br)s2)c(C)c1 | -26 | 9 | .
CN(C)/C=C(\C(=O)c1ccc(F)cc1F)c1nnnn1-c1ccccc1 | 5 | 51 | i
Cc1ccc(N2C(=O)C3ON(c4ccccc4)C(c4ccncc4)C3C2=O)c(C)c1 (centres undefined) | -18 | 14 | i
NC(=O)C1(N2CCCCC2)CCN(C(=O)CSc2nc3ccccc3[nH]2)CC1 | -19 | 15 | i
Cc1cc(NS(=O)(=O)c2c(C)c(C)cc(C)c2C)no1 | -4 | 11 | i
CN1C(=O)C2(c3ccccc31)C1CCCC=C1C(C#N)=C(N)C2(C#N)C#N (centres undefined) | -17 | 11 | i
COc1cc(OC)c2c(-c3ccccc3)cc(=O)oc2c1C(CCN1CCN(c2ccccc2)CC1)c1ccc(N(C)C)cc1 (centres undefined) | -43 | -4 | i
CCn1c(SCCC(=O)Nc2ccccc2)nnc1-c1ccc(OC)cc1 | -26 | 34 | i
COc1ccc(/C=C2\CCCc3c2nc2ccccc2c3C(=O)O)cc1OC | 7 | 63* | i
CC(=O)N1CCc2cc(S(=O)(=O)NCCC(=O)Nc3cccc(C)c3C)ccc21 | -26 | 17 | i
Cc1ccc(N(CN2C(=O)C3CC=CCC3C2=O)C(=O)c2ccco2)cc1Cl (centres undefined) | -12 | 12 | i
O=C(c1ccco1)N1CCN(C(=O)C23CC4CC(CC(C4)C2)C3)CC1 | -14 | 7 | i
CCOC(=O)NC(=O)c1cn(Nc2ncc(C(F)(F)F)cc2Cl)c(=O)[nH]c1=O | -3 | 10 | i
CCC(=O)Nc1nnc(S(=O)(=O)N(CC(C)C)c2ccccc2)s1 | 2 | 12 | i
Cn1c(SCC(=O)c2ccc(F)cc2)ncc(C(=O)Nc2ccccc2)c1=O | -8 | 2 | i
CCOc1ccc(S(=O)(=O)N2CCC(C(=O)N3CCN(c4ccccc4)CC3)CC2)cc1 | -11 | 8 | i
COc1cc(NC(=O)Cc2ccc(F)cc2)cc(OC)c1OC | -25 | 13 | i
COC(=O)c1ccc(Sc2ccc(F)cc2)c(N)c1 | -20 | 14 | i
O=C(OCCCCN1C(=O)c2ccccc2C1=O)c1ccc(S(=O)(=O)N2CCCC2)cc1 | -26 | 9 | i
CNC(=O)c1ccc(NC(=O)C2CCN(S(=O)(=O)c3cccc(C(F)(F)F)c3)CC2)cc1 | 6 | 6 | .
CCOc1cc(S(=O)(=O)N(CC)CC)c(OCC)cc1-n1cnnn1 | -23 | 7 | i
CC(=O)Nc1cccc(C(=O)OCC(=O)c2ccc(S(=O)(=O)N3CCCCC3)cc2)c1 | -5 | 2 | i
COc1cc(-c2noc(C)c2/C=C/c2ccc(OC(C)=O)cc2)cc(OC)c1OC | 4 | 32 | i
Cc1cccc(N/C=C/C(=C(C#N)C#N)N(C)C)c1 | 2 | 6 | i
COc1ccccc1NC(=O)CSc1nccn1Cc1ccc(F)cc1 | -19 | 14 | i
O=C(O)c1ccccc1CSc1nc2ccccc2n1Cc1ccccc1C(=O)O | -12 | 4 | i
CCCCN(C(=O)c1ccc(N2CCCC2=O)cc1)c1c(N)n(CC(C)C)c(=O)[nH]c1=O | -3 | 3 | .
CC(=O)Nc1sc(NC(=O)c2ccco2)nc1-c1cccs1 | -6 | 26 | i
CCOc1ccc(NC(=O)Nc2ccc3c(c2)nnn3C)cc1 | -7 | -2 | i
CCOCCSc1nnc2nc(C)cc(C)n12 | -11 | 1 | i
COC(=O)c1c(C)[nH]c(C(=O)C(C)OC(=O)C2CC2)c1C (centres undefined) | -1 | 2 | .
CCOC(=O)c1c(C)[nH]c(C(C)=O)c1C | 11 | 4 | i
Cn1nc(-c2ccc(C(=O)NCCO)cc2)c2ccccc2c1=O | -4 | 0 | i
